From PubChem BioAssay
AmpC detergent: qHTS Inhibitors of AmpC Beta-Lactamase (assay with detergent); AmpC hydrolysis of nitrocefin, absorbance 480 nm, 0.01% Triton; P00811; Potency, µM (top dose mostly 114 µM), for inactives: at the top dose activity change, negative = inhibition, actives largely listed as inhibitors; actives 0.041% (n = 370,000); AID 485294, 2010;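 also: potency is read from the fitted curve at half-maximal effect; 0% = no-compound wells and -100% = no-enzyme wells; nearly all actives have a fitted effect of over 25% in size; some results filed as inactive show a strong effect at the top dose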
Target sequence (P00811 whole entry, looked up): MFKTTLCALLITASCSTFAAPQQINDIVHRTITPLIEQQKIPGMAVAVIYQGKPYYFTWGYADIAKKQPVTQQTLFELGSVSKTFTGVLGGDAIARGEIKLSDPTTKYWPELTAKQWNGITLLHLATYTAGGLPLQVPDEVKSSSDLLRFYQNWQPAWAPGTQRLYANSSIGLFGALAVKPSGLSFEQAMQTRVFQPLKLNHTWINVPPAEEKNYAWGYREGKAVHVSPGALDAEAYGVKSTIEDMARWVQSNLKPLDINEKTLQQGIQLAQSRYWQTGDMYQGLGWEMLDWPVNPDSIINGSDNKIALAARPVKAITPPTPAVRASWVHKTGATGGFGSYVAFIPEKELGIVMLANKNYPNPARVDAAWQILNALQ
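20 mM phosphate pH 7.0 + 0.01% (detergent screen) or 0.0001% Triton X-100; 5.3 nM AmpC reagent; cpd preinc 15 min RT; nitrocefin (800 uM stock) to start; A480 q20 s × 4 min; Activity was normalised to no-enzyme and no-compound control wells.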
TbPYK inhibitor: qHTS of Trypanosoma Brucei Inhibitors. pyruvate kinase (Trypanosoma brucei), Q57TT1. TbPYK enzyme, Kinase-Glo Plus ATP luminescence, 45 min. Potency, µM (titrated, usually from 76.8 µM), for inactives: at the highest dose activity, negative = inhibition, most hits filed as inhibitors. actives 0.12% (n = 410,000). AID 624173, 2012; also: potency is read from the fitted curve at half-maximal effect; nearly all actives have a fitted effect of over 50% in size
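In this concentration-response screen, enzyme-free wells defined baseline while DMSO plates tracked drift. Each reaction combined TbPYK, substrate, compound and 130 uM ADP for 45 min at room temperature. Kinase-Glo Plus luminescence gave the signal.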
HCMV inh: qHTS Assay for inhibitors of the human cytomegalovirus (HCMV); HFF cells, HCMV-luciferase reporter, 72 h; active compounds read low; activity change, negative = inhibition, % at 57.5 µM; actives 4.5% (n = 410,000); in the data active = activity change below about -60%; inconclusive = no clear call, values can overlap the other calls; inactive = above about -39%
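Cell-based, HFFs, 1000 cells/well, 16 h 37C; cpds in DMSO + HCMV-luc, MOI 1 PFU/cell; 72 h 37C; OneGlo luminescence after 5 min RT; norm. to buffer vs Salinomycin 10uM.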
AMA1-RON2 inh: qHTS for Inhibitors of AMA1-RON; Towards Development of Antimalarial Drug Lead: Primary Screen; Plasmodium falciparum AMA1 (3D7) - RON2 peptide interaction; AlphaScreen AMA1-biotinylated RON2 peptide binding; Potency, µM (highest dose often 58.2 µM), without a hit: top-dose activity change, negative = inhibition, actives largely listed as inhibitors; actives 0.2% (n = 360,000);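 also: potency is read from the fitted curve at half-maximal effect; 0% = vehicle wells and -100% = peptide control; nearly all actives have a fitted effect of over 45% in size; some results filed as inactive show a strong effect at the top dose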
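AMA1 (3D7) with his tag at 25 nM final met compounds first, then biotinylated RON2 peptide at 25 nM; detection used donor plus acceptor beads, 10 µg/mL apiece, read by AlphaScreen after 30 min at room temperature.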
AmpC no deterg: qHTS Inhibitors of AmpC Beta-Lactamase (assay without detergent) | actives 0.52% (n = 330,000) | Potency, µM (top dose mostly 57.1 µM), for the others: at the highest dose activity change, negative = inhibition, actives largely listed as inhibitors | AmpC nitrocefin hydrolysis, absorbance 480 nm, 0.0001% Triton | P00811;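 also: potency is read from the fitted curve at half-maximal effect; plate controls were no compound for no effect and no enzyme for full effect; nearly all actives have a fitted effect of over 20% in size; some results filed as inactive show a strong effect at the top dose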
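AmpC (5.3 nM in the dispensed reagent) in 20 mM phosphate pH 7.0 with 0.01% (detergent screen) or 0.0001% Triton X-100 was preincubated with compounds for 15 min at room temperature. Nitrocefin was then added from an 800 uM solution, and hydrolysis was followed at 480 nm.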
HCV inhibitor: qHTS Assay for Inhibitors of Hepatitis C Virus (HCV). Huh7.5.1 HCVcc-Cre infection, luciferase reporter, 44 h. actives 3.4% (n = 340,000). Potency, µM (highest dose often 41.8 µM), for inactives: at the highest dose activity change, negative = inhibition, hits mostly inhibitors; also: potency is read from the fitted curve at half-maximal effect
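Whole-lifecycle infectious HCVcc-Cre system; cells 1,000/well, compound then virus (~0.5 moi) added 4 h after plating, 44 h culture. Luciferase read 15 sec following 15 min substrate incubation, room temp.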
LmPK inh: qHTS Assay for Inhibitors of Leishmania Mexicana Pyruvate Kinase (LmPK); Q27686; purified LmPK, Kinase-Glo ATP luminescence, 1 h; Potency, µM (top dose mostly 57.5 µM), for the others: at the top dose activity change, negative = inhibition, usual class: inhibitors; actives 0.37% (n = 290,000); AID 1721, 2009; also: potency is read from the fitted curve at half-maximal effect
Target sequence (Q27686 whole entry, looked up): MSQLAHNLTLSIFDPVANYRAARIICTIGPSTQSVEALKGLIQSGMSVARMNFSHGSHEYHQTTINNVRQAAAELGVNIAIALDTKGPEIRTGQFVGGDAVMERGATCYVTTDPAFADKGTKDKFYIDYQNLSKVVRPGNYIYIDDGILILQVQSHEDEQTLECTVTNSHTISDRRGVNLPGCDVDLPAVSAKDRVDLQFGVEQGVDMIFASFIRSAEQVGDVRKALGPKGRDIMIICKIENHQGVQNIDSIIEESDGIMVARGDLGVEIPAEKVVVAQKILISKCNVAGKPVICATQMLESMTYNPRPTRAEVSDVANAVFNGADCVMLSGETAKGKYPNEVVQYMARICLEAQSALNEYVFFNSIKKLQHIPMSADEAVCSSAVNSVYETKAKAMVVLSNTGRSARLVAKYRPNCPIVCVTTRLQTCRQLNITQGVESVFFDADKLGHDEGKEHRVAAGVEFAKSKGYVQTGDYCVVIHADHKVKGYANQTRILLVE
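Screened at intermediate enzyme activity to detect both inhibitors and activators: LmPK at 0.1 nM, with a 0.5 nM enzyme column as activation reference. PEP 0.5 mM, ADP 0.1 mM; ATP detected by luminescence after 1 h.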
An asterisk follows results filed as active; ? = inconclusive; . = not tested or not shown; & = joins results of further samples; [ ] = another dose, or the depositor's remark. Unless noted, calls follow the shape of the dose curve; as a rule, active = well fitted curve in the direction sought with a large enough effect; inconclusive = small, poorly fitted or top-dose-only effect, or another doubt; inactive = no such curve, though single readings can be large; an effect the other way counts as inactive or inconclusive. Unless noted, % is scaled to controls: 0 for no effect and ±100 for the full control effect. No enrichment for hits; any-hit rate near 7.5%.

SMILES	AmpC detergent	TbPYK inhibitor	HCMV inh	AMA1-RON2 inh	AmpC no deterg	HCV inhibitor	LmPK inh
CCNC(=O)C1CCCN(C(=O)c2cc(C)oc2C)CC1 (configuration not stated)	.	-7%	15	6%	.	.	.
CCCc1cc(-n2cnc3ccccc32)n2c(nc3ccccc32)c1C#N	1%	-2%	16	7%	-19%	?	3%
S=C1SCN(CCN2CCOCC2)CN1Cc1ccccc1	-1%	-6%	-24	-3%	-12%	?	-2%
CCNC(=S)SCCOc1ccc(C)cc1	-12%	-8%	-5	1%	-14%	13%	-5%
CCOC(=O)c1cnc2nc(SCc3ccccc3Cl)[nH]n2c1=O	.	-3%	10	-1%	.	4%	.
Cc1nc(-c2cccc(NS(=O)(=O)c3ccccc3)c2)cs1	-11%	-5%	4	2%	0%	0%	7%
Cn1c(=O)c2sccc2n2c(CCCC(=O)Nc3ccc(Cl)cc3)nnc12	6%	-7%	-29	.	.	.	.
N=C1SCC(=O)N1c1ncc(Cc2cccc(Cl)c2)s1	-4%	-3%	-10	120%[activator]	-17%	?	-5%
Cc1onc(-c2ccccc2Cl)c1C(=O)NCc1ccccn1	?	1%	55	12%	-6%	0%	1%
CC(C)c1ccc(C2NC(C(=O)O)CS2)cc1 (configuration not stated)	3%	2%	10	23%	-27%	12%	0%
CN(CC(=O)NCC(=O)Nc1ccc(F)cc1)CC(=O)Nc1ccc(Cl)c(C(F)(F)F)c1	.	-16%	0	41%[activator][11.6 µM]	.	5%	.
CCCN(CC1CC1)C(=O)COc1ccccc1C(=O)NCc1ccccc1	2%	1%	41	0%	-3%	?	5%
CC(C)c1ccc(NC(=O)c2cc(S(=O)(=O)N3CCCCC3)cn2C)cc1	?	2%	20	.	.	.	.
O=c1c2ccccc2ncn1Cc1ccccc1	1%	0%	19	9%	-3%	15%	0%
Cc1cccc(NC(=S)NCCc2ccccc2)n1	1%	-10%	-72*	-17%	-8%[2.29 µM]	-25%	3%
O=C(NCCCNc1ccc([N+](=O)[O-])cc1Cl)c1ccccc1F	-4%	0%	-20	-3%	-32%	-6%	-2%
Cc1ccc(C(c2sc3nc(-c4ccco4)nn3c2O)N2CCOCC2)cc1 (configuration not stated)	3%	-8%	10	.	.	.	.
CC(C)(C)CC(=O)Nc1nnc(-c2cccs2)s1	3%	-1%	53	17%	?	12%	3%
COc1ccc(C)cc1NS(=O)(=O)c1ccc2c3c(cccc13)C(=O)N2	5%	-13%	-33	.	.	.	.
COc1ccc(C2C(C(C)=O)=C(O)C(=O)N2c2ccccn2)cc1 (configuration not stated)	-3%	0%	2	15%	-24%	7%	0%
CC1(C(=O)NS(=O)(=O)c2ccccc2Cl)CCN1C(=O)CCc1ccc(Cl)cc1Cl (configuration not stated)	.	-4%	-1	-3%	.	.	.
COc1cccc(C2CC(=O)Nc3c2c(=O)nc2c(C)cccn32)c1 (configuration not stated)	0%	2%	-20	.	.	.	.
O=c1[nH]c(CSc2nnc(NCCCN3CCOCC3)s2)nc2cc(Cl)ccc12	-2%	2%	-5	5%	-9%	1%	5%
COc1ccc(-c2ccc3c(c2)C2CC3CCN2S(=O)(=O)c2ccccc2C)cc1 (configuration not stated)	.	-13%	?	0%	.	?	.
CCOC(=O)N1CCN(C(=O)C[C@@H]2C[C@@]3(C(=O)OC)CCCCC=C3N(Cc3ccco3)C2=O)CC1	.	-4%	11	14%	.	.	.

Record cards, as listed above. Order of screens: AmpC detergent	TbPYK inhibitor	HCMV inh	AMA1-RON2 inh	AmpC no deterg	HCV inhibitor	LmPK inh
Cc1onc(-c2ccccc2Cl)c1C(=O)NCc1ccccn1 as listed: ?	1%	55	12%	-6%	0%	1%
CC1(C(=O)NS(=O)(=O)c2ccccc2Cl)CCN1C(=O)CCc1ccc(Cl)cc1Cl (configuration not stated) as listed: .	-4%	-1	-3%	.	.	.
Cc1ccc(C(c2sc3nc(-c4ccco4)nn3c2O)N2CCOCC2)cc1 (configuration not stated) as listed: 3%	-8%	10	.	.	.	.

The list continues.
SMILES	AmpC detergent	TbPYK inhibitor	HCMV inh	AMA1-RON2 inh	AmpC no deterg	HCV inhibitor	LmPK inh
COc1ccc(COCCN2CCN(S(=O)(=O)c3ccc(C)cc3)CCC2=O)cc1	?	-2%	-18	-7%	136%[activator]	?	0%
Cc1nn(-c2ccncc2)c2c1C(=O)CC(C)(C)C2Br (configuration not stated)	.	-1%	-6	-15%	.	-8%	.
CNC(=O)c1c(NC(=O)c2cc(=O)c3ccccc3o2)sc2c1CCC2	20%	-4%	31	.	.	.	.
O=C(NCc1cccnc1)c1cc(C2CCCCN2C(=O)c2cccs2)on1 (configuration not stated)	.	9%	-13	-12%	.	.	.
Oc1ccc(Br)cc1CN1CCN(c2ccccc2)CC1	-12%	-4%	?	-9%	-10%	8%	0%
CCOC(=O)C1CCN(C(=O)c2n[nH]c(=O)c3ccccc23)CC1	-10%	-7%	-4	-21%	-11%	-26%	-3%
COc1ccc(N2C(=O)CC(Sc3nc4c(cc3C#N)CCC4)C2=O)cc1 (configuration not stated)	2%	-4%	-9	5%	-22%	11%	3%
Cc1ccc(N2C(=O)C3C4C=CC(CNC(=S)N5CCN(c6cccc(C)c6)C(C)C5)(O4)C3C2=O)cc1 (configuration not stated)	-2%	-15%	?	15%	-6%	-5%	-2%
CCC(C)N(C(=O)Cn1cnc2c1c(=O)n(C)c(=O)n2C)C1CCS(=O)(=O)C1 (configuration not stated)	-13%	6%	-10	-6%	-5%	31%[activator]	.
O=C(Nc1ccc2c(c1)C(=O)OC2)c1ccc(Cl)cc1	?	-3%	-14	14%	-14%	11%	0%
CCOc1ccc(-c2cnc(NCc3cccc(Cl)c3)n2C)cc1	1%	11%	?	.	.	.	.
Cc1c(N2C(=O)/C(=C/C3CC=CCC3)SC2=S)c(=O)n(-c2ccccc2)n1C (configuration not stated)	-7%	-16%	17	-6%	-7%	1%	0%
CCOC(=O)c1c(C)oc2ncnc(Nc3ccc(OC)cc3OC)c12	6%	-3%	12	.	.	.	.
N#CC1=C(N)OC2=C(C(=O)CCC2)C1CCc1ccccc1 (configuration not stated)	0%	-6%	-7	9%	-21%	?	0%
Cc1ccc2onc(CNC(=O)N3CCN(c4cccc(C)c4C)CC3)c2c1	-8%	3%	-4	.	.	.	.
CC(C)CCNC(=O)C(c1cccnc1)N(Cc1ccccc1)C(=O)Cn1nnc2ccccc21 (configuration not stated)	.	-20%	0	16%	.	2%	.
CC(C)NC(=O)N(C)C[C@H]1Oc2ccc(NC(=O)CCC(F)(F)F)cc2C(=O)N([C@H](C)CO)C[C@@H]1C	.	-2%	4	9%	-5%	18%	.
O=C(Oc1cccnc1)c1ccco1	?	-6%	34	-6%	-3%	18%	-1%
COC(=O)c1sccc1NS(=O)(=O)c1ccccc1[N+](=O)[O-]	0%	4%	26	8%	-10%	-3%	.
O=C(CSc1nc2ccccc2c(=O)n1CCC(=O)N1CCCCC1)NCc1ccccc1	-7%	2%	-30	8%	79%[activator]	-5%	0%
COc1ccc(C2=NS(=O)(=O)N(C)C(C(=O)N3C(C)CCCC3C)=C2)cc1 (configuration not stated)	?	5%	35	-1%	53%	-6%	3%
CCc1cc(C(N)=S)ccn1	-11%	0%&0%&2%	-9&15	-9%&4%	-20%&-27%	-8%&27%	4%
CC(=O)OC1CCC2(C)C3CCC4(C)C(OC(C)=O)CCC4C3C(C)C2(O)C1 (configuration not stated)	.	-8%	-17	-10%	.	9%	.
CCCc1cc(=O)oc2cc(C)cc(OC(=O)c3ccco3)c12	-9%	?	-22	-12%	-21%	?	1%
CC(=O)NC(=S)Nc1ccc(NC(=O)c2cccnc2)cc1	-7%	1%	-6	8%	-15%	-7%	-2%

Among those listed so far, these contain an NH in an aromatic ring:
SMILES	AmpC detergent	TbPYK inhibitor	HCMV inh	AMA1-RON2 inh	AmpC no deterg	HCV inhibitor	LmPK inh
CCOC(=O)c1cnc2nc(SCc3ccccc3Cl)[nH]n2c1=O	.	-3%	10	-1%	.	4%	.
O=c1[nH]c(CSc2nnc(NCCCN3CCOCC3)s2)nc2cc(Cl)ccc12	-2%	2%	-5	5%	-9%	1%	5%
CCOC(=O)C1CCN(C(=O)c2n[nH]c(=O)c3ccccc23)CC1	-10%	-7%	-4	-21%	-11%	-26%	-3%

Entries shown so far that contain an aryl thioether with sulfur outside any ring:
SMILES	AmpC detergent	TbPYK inhibitor	HCMV inh	AMA1-RON2 inh	AmpC no deterg	HCV inhibitor	LmPK inh
CCOC(=O)c1cnc2nc(SCc3ccccc3Cl)[nH]n2c1=O	.	-3%	10	-1%	.	4%	.
O=c1[nH]c(CSc2nnc(NCCCN3CCOCC3)s2)nc2cc(Cl)ccc12	-2%	2%	-5	5%	-9%	1%	5%
COc1ccc(N2C(=O)CC(Sc3nc4c(cc3C#N)CCC4)C2=O)cc1 (configuration not stated)	2%	-4%	-9	5%	-22%	11%	3%
O=C(CSc1nc2ccccc2c(=O)n1CCC(=O)N1CCCCC1)NCc1ccccc1	-7%	2%	-30	8%	79%[activator]	-5%	0%

The list continues.
SMILES	AmpC detergent	TbPYK inhibitor	HCMV inh	AMA1-RON2 inh	AmpC no deterg	HCV inhibitor	LmPK inh
Cc1cccc(-n2c(-c3ccncc3)n[nH]c2=S)c1C	1%	?	-6	0%	-17%	0%	?
CC1=CS(=O)(=O)CC1Sc1ncn[nH]1 (configuration not stated)	-9%	-3%	41	-23%	-6%	?	1%
CN(C)c1nc(NCc2ccccc2)nc(SCC(=O)Nc2ccc(Cl)c(Cl)c2)n1	-5%	-6%	-9	-4%	-18%	?	1%
Cc1ccc(C)c(OCCCC(=O)Nc2ccc(N3CCOCC3)cc2)c1	-13%	.	.	.	0%	-17%	0%
CSc1ccc(S(=O)(=O)N2CCC(C(=O)Nc3ccc(C(N)=O)cc3)CC2)cc1	-9%	1%	11	0%	-11%	13%	-2%
COc1ccccc1-c1nc(-c2ccc(C)nc2OC)no1	2%	-3%	2	-2%	12%	-26%	-6%
